Pin1 inhibitor: qHTS Assay to Find Inhibitors of Pin1 | Potency, µM (highest dose often 115 µM), for the others: at the highest dose activity, negative = inhibition, actives largely listed as inhibitors | Pin1 FP peptide displacement, HiFluor488, 10 min | Peptidyl-prolyl cis-trans isomerase NIMA-interacting 1 (Homo sapiens), Q13526 | 390,000 compounds, 0.009% hits; active = well fitted inhibition curve with a large enough effect in the polarisation, with a control signal flat, not every such curve was filed as active; inconclusive = small, poorly fitted or top-dose-only effect, or effect the other way, or a change in a side signal; inactive = no such curve, though single readings can be large or run the other way; the % refers to the polarisation; also: potency is read from the fitted curve at half-maximal effect; % is scaled to controls: 0 for no effect and ±100 for the full control effect
Target sequence (Q13526 whole entry, looked up): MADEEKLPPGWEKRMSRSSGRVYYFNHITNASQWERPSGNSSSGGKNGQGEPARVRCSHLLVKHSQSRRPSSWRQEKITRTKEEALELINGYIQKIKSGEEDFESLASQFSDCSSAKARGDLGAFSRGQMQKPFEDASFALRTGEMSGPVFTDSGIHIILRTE
IDH1 R132H inh: qHTS for Inhibitors of mutant isocitrate dehydrogenase 1 (IDH1): qHTS; IDH1-R132H enzyme, NADPH consumption, diaphorase/resazurin fluorescence; Potency, µM (top dose mostly 76.6 µM), without a hit: top-dose activity change, negative = inhibition, hits mostly inhibitors; 390,000 compounds, 0.093% hits; AID 602179, 2012; also: potency is read from the fitted curve at half-maximal effect; % is scaled to controls: 0 for no effect and ±100 for the full control effect; nearly all actives have a fitted effect of over 65% in size
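IDH1-R132H (0.5 ug/mL) preincubated 30 min with compound, then NADPH (0.016 mM) and alpha-KG (2 mM) added; 80 min at RT, pH 7.5. Remaining NADPH coupled via diaphorase/resazurin to fluorescence (540/590 nm); concentration-response curves normalized to no-enzyme control.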
TRHR ag: qHTS for Small Molecule Agonists and Allosteric Enhancers of Human TRH Receptor: Primary Screen for Agonists; Thyrotropin-releasing hormone receptor (Homo sapiens), P34981; 360,000 compounds, 0.18% hits; TRHR cells, calcium flux fluo-8, FDSS agonist mode; AID 493084, 2011; activation, % at 2 µM; in the data active = activation above about 30%; also: 0% is about no effect
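TRHR-expressing cells, plated overnight in medium with 10% serum, were loaded with fluo-8 calcium dye at room temperature. After a 10 s baseline, library compound was pin-added and calcium release was recorded kinetically (ex 480/em 530) as agonist response.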
USP1 inh: Inhibitors of USP1/UAF1: Primary Screen; recombinant USP1/UAF1, Ub-Rhodamine cleavage fluorescence; Potency, µM (series often up to 57.1 µM), inactives show at the highest dose activity change, negative = inhibition, most hits filed as inhibitors; 390,000 compounds, 0.23% hits; AID 743255, 2014; also: potency is read from the fitted curve at half-maximal effect; % is scaled to controls: 0 for no effect and ±100 for the full control effect; nearly all actives have a fitted effect of over 60% in size; inactives centre near -12
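In this screen, compounds sit with the deubiquitinase complex (1nM) for 15 min at room temperature before Ub-Rho is added at 150nM final. Fluorescence rise is then followed for 6 reads every 60 seconds.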
TrxR1 substrate: qHTS Assay for Substrates of Mammalian Selenoprotein Thioredoxin Reductase 1 (TrxR1): qHTS; 390,000 compounds, 0.01% hits; purified TrxR1 substrate turnover, NADPH consumption readout; Thioredoxin reductase 1, cytoplasmic (Rattus norvegicus), O89049; Potency, µM (highest dose often 114 µM), inactives show at the top dose activity change, negative = substrate turnover; also: potency is read from the fitted curve at half-maximal effect; % is scaled to controls: 0 for no effect and ±100 for the full control effect; nearly all actives have a fitted effect of over 50% in size
Target sequence (O89049 whole entry, looked up): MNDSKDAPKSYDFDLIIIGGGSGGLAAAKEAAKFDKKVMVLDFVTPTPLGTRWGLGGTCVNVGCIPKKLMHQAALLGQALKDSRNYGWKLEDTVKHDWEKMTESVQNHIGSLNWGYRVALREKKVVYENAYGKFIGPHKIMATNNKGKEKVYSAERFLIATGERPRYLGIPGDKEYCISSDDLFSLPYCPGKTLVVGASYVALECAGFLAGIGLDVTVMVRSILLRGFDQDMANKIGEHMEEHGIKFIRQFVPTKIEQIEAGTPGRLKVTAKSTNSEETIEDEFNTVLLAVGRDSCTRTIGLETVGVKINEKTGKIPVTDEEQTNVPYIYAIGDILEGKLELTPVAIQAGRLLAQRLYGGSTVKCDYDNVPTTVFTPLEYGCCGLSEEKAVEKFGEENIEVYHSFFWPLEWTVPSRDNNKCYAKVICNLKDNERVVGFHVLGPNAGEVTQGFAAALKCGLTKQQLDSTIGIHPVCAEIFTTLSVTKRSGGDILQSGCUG
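Rat TrxR1, dispensed at 90 nM, was prereduced with 400 uM NADPH (final) for 5 min at ~22 deg C, then incubated with compound 15 min before 400 uM selenite. A first-read NADPH fluorescence drop versus no-compound background flagged substrates.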
D2 antag: HTS Assay for Allosteric Antagonists of the Human D2 Dopamine Receptor: Primary Screen for Antagonists; D(2) dopamine receptor (Homo sapiens), P14416; HEK293 TREx D2 cells, calcium flux, dopamine EC80; inhibition, % at 10 µM; 340,000 compounds, 2% hits; AID 485344, 2010; in the data active = inhibition above about 30%; also: 0% is about no effect
Target sequence (P14416 whole entry, looked up): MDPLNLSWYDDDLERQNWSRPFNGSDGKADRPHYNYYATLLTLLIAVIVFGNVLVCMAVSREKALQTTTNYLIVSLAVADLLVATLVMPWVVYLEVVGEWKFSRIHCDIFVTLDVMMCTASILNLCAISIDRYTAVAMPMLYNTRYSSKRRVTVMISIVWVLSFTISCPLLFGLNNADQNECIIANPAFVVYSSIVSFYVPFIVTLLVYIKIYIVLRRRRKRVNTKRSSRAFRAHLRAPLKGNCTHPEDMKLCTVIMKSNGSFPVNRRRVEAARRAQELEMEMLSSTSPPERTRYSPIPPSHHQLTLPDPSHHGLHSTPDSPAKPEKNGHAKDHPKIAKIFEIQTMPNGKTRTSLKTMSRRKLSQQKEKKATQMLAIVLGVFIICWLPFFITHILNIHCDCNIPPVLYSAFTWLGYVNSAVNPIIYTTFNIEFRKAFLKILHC
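In this primary screen, negative modulation is detected by tracking calcium flux after an EC80 dopamine challenge in inducible HEK293 T-REx D2 cells preexposed to test compound for 180 s.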
TrxR1 inh: qHTS Assay for Inhibitors of Mammalian Selenoprotein Thioredoxin Reductase 1 (TrxR1): qHTS | Thioredoxin reductase 1, cytoplasmic (Rattus norvegicus), O89049 | recombinant rTrxR1, NADPH fluorescence consumption, selenite substrate | Potency, µM (highest dose often 114 µM), without a hit: top-dose activity change, negative = inhibition, actives largely listed as inhibitors | 390,000 compounds, 1% hits; also: potency is read from the fitted curve at half-maximal effect; % is scaled to controls: 0 for no effect and ±100 for the full control effect; nearly all actives have a fitted effect of over 65% in size
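Rat TrxR1 (90 nM in the dispensed reagent) was pre-reduced with 400 uM NADPH for 5 min at room temperature, then incubated with compound for 15 min. After 400 uM selenite was added, NADPH fluorescence (Ex 340/Em 450 nm) was followed for 8 min.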
TRHR enhancer: qHTS for Small Molecule Agonists and Allosteric Enhancers of Human TRH Receptor: Primary Screen for Enhancers. enhancement, % at 2 µM. TRHR cells, fluo-8 calcium fluorescence, EC20 TRH enhancement. Thyrotropin-releasing hormone receptor (Homo sapiens), P34981. 360,000 compounds, 0.66% hits; in the data active = enhancement above about 30%; also: 0% is about no effect
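Enhancer read-out: after compound pinning and an initial kinetic agonist-mode read, an EC20 of TRH (10 nM final) was injected and fluo-8 calcium signal (Ex 480/Em 530) followed at 1 s/cycle for 100 cycles in TRHR-expressing cells.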
D2 ag: HTS Assay for Allosteric Agonists of the Human D2 Dopamine Receptor: Primary Screen for Agonists; activation, % at 2 µM; AID 485358, 2010; D(2) dopamine receptor (Homo sapiens), P14416; 340,000 compounds, 0.53% hits; HEK293 T-REx D2 cells, calcium flux agonist mode;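 active = activation over 3 SD above normal in the single-dose calcium agonist read, cut at about 30% in these data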; also: 0% is about no effect
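HEK293 Trex D2 cells, tetracycline-induced, o/n 30 C 5% CO2; no-wash Ca dye, RT 30–90 min; 10-cycle baseline, 23 nl cpd added, kinetic Ca read 180 s; agonist hits = positive Ca response.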
The depositor's hits bear a star; ? = inconclusive; nt = not tested or not shown; [ ] = dose if it differs, or a comment. Unless noted, calls follow the shape of the dose curve; as a rule, active = well fitted inhibition curve with a large enough effect; inconclusive = small, poorly fitted or top-dose-only effect; inactive = no such curve, though single readings can be large or run the other way. Some of the compounds tested; count on the stated rates, not on these rows.

Results follow in this order: Pin1 inhibitor	IDH1 R132H inh	TRHR ag	USP1 inh	TrxR1 substrate	D2 antag	TrxR1 inh	TRHR enhancer	D2 ag
COc1ccccc1-n1c(SCC(=O)NC2CC2)nc2ccccc2c1=O
 : 2.2%	8.2%	0.0	0.2%	-2.8%	-6.6	-5.4%	2.8	-0.2
Cc1ccc(OCCN2C(=O)CSC2=O)cc1
 : -1.8%	3.0%	-1.0	-11.8%	4.9%[0.457 µM]	11.7	16.9%	4.4	-0.4
CS(=O)(=O)N(CC(=O)NCCSc1ccccn1)c1ccc(F)cc1
 : 2.0%	-0.6%	1.1	1.9%	-6.8%	4.0	-6.2%	-2.3	1.2
CC(C)NC(=O)CN1CCN(C(=O)c2ccc3oc(CCCc4ccccc4)nc3c2)CC1
 : -4.2%	-0.4%	0.1	-2.3%	-2.8%	-31.9	-17.2%	28.1	0.3
[O-][N+]1=C(c2cccs2)CN(O)C1
 : -3.6%	3.5%	-0.1	-1.1%	-3.5%	-5.8	17.6%	-8.2	-1.9
Cc1ccc(NC(=O)CSc2n[nH]c(N)n2)cc1S(=O)(=O)N1CCOCC1
 : -8.7%	4.4%	0.7	-7.7%	-1.5%	4.4	15.1%	7.8	0.4
COc1cccc(CNC(=O)CCCCCNC(=O)N2CCn3c2nc2ccccc23)c1
 : -4.4%	0.0%	-0.1	-19.5%	3.6%	5.7	15.3%	-5.9	-0.4
O=C(O)c1cnn2c1NC(c1cccs1)CC2C(F)(F)F (stereo unspecified)
 : 0.9%	1.1%	0.7	2.2%	4.7%[57.1 µM]	-3.9	20.6%[57.1 µM]	11.7	1.0
Cc1nc2cc(N)ccc2n1C1CCCCC1
 : 29.2%	-4.9%	-0.6	-9.0%	5.8%	-5.3	16.8%	3.5	0.1
Cc1ccc(NC(=O)CSc2ncn[nH]2)cc1C
 : 0.3%	-14.3%	0.3	?	-5.0%[57.1 µM]	nt	-0.2%[57.1 µM]	10.3	0.1
CC1CCN(C(=O)Cn2ncc3c4ccccc4n(Cc4ccc(Cl)cc4)c3c2=O)CC1
 : ?	0.0%	1.2	?	19.5%	nt	27.0%	-3.0	0.8
Cc1ccc(CNC(=O)CCS(=O)(=O)c2cc3c4c(c2)CCN4C(=O)CC3)cc1
 : -5.8%	3.6%	0.2	-29.5%	6.0%[57.1 µM]	nt	17.0%[57.1 µM]	2.2	-0.2
COc1cc(C(=O)NC(=S)Nc2ccccc2N2CCOCC2)cc(OC)c1OC
 : -8.3%	1.7%	0.9	-24.2%	-3.4%	6.0	1.1%	2.3	-0.6
O=C(C1CCCN(Cc2ccccc2[N+](=O)[O-])C1)N1CCCC1 (stereo unspecified)
 : 1.6%	0.7%	-0.4	-12.7%	-9.3%[57.1 µM]	-1.7	12.1%[57.1 µM]	-7.0	-0.2
COc1ccc(/C=C2\SC(=S)N(CCC(=O)NC3=NCCS3)C2=O)cc1OC
 : 37.0%[activator]	-0.9%	0.0	-24.0%	7.3%[57.1 µM]	-13.5	14.4%[57.1 µM]	1.8	7.3
O=C(NNC(=O)c1cccs1)c1ccc(Cl)nc1
 : -1.1%	6.1%	0.0	-6.0%	-4.5%	-6.7	-0.4%	1.1	0.7
COC(=O)CSc1cc(C(F)(F)F)nc(-c2ccccn2)n1
 : -1.8%	-1.4%	-0.1	-22.0%	-2.8%	nt	-6.8%	-3.8	nt
COc1ccccc1CCc1nnc(CCC(=O)NC(C)Cn2nc(C)cc2C)o1 (stereo unspecified)
 : 5.4%	0.0%	0.1	-23.6%	4.7%[57.1 µM]	3.1	21.8%[57.1 µM]	-0.4	0.7
Cc1ccc2c(c1)C(c1ccccc1)N(C(=O)c1cccc([N+](=O)[O-])c1)CC(=O)N2 (stereo unspecified)
 : -1.6%	7.3%	0.4	-3.7%	-3.5%[57.1 µM]	-2.1	8.7%	-20.0	-0.3
CC(OC(=O)c1cccs1)C(=O)NC1CCCCC1C (stereo unspecified)
 : -0.9%	16.2%	1.2	-10.9%	6.9%	-5.4	34.1%	5.1	0.3

Some of the entries above, set out differently.
Compound	Pin1 inhibitor	IDH1 R132H inh	TRHR ag	USP1 inh	TrxR1 substrate	D2 antag	TrxR1 inh	TRHR enhancer	D2 ag
Cc1ccc(CNC(=O)CCS(=O)(=O)c2cc3c4c(c2)CCN4C(=O)CC3)cc1	-5.8%	3.6%	0.2	-29.5%	6.0%[57.1 µM]	nt	17.0%[57.1 µM]	2.2	-0.2
COc1cc(C(=O)NC(=S)Nc2ccccc2N2CCOCC2)cc(OC)c1OC	-8.3%	1.7%	0.9	-24.2%	-3.4%	6.0	1.1%	2.3	-0.6

The results go on.
Results follow in this order: Pin1 inhibitor	IDH1 R132H inh	TRHR ag	USP1 inh	TrxR1 substrate	D2 antag	TrxR1 inh	TRHR enhancer	D2 ag
COC(=O)CSc1nnc(-c2ccccc2O)n1-c1ccc(C)cc1
 : -4.8%	4.9%	-0.6	-8.2%	-6.3%	14.4	2.9%	10.3	0.0
CC(C)CN1CC(Br)C(=O)NC1=O (stereo unspecified)
 : -5.2%	-2.7%	nt	-9.3%	-0.2%	nt	23.0%	nt	nt
Cc1cccc(NC(=O)c2ccccc2Br)n1
 : -0.5%	7.8%	-0.1	-15.3%	0.2%	-1.6	17.6%	2.6	1.0
O=C(COc1cccnc1[N+](=O)[O-])Nc1ncc(Cl)cc1Cl
 : ?	-2.4%	0.2	-18.2%	5.4%	3.2	-13.5%	-2.1	0.2
Cc1ccc(NS(=O)(=O)c2cc(NC(=O)c3ccc4c(c3)NC(=O)CS4)ccc2Cl)c(C)c1
 : 7.9%	-1.7%	-0.1	-4.7%	-3.9%	-4.2	-3.4%	-2.8	0.9
C=C1CCN([C@H](C(=O)NCc2ccco2)C(C)C)S(=O)(=O)c2ccccc21
 : 2.5%	12.7%	-0.9	-20.9%	8.3%	6.1	4.6%	-5.5	-1.0
COC(=O)c1sccc1NC(=O)Nc1cccc([N+](=O)[O-])c1
 : -2.6%	-8.5%	0.5	-24.3%	-5.7%	7.0	0.1%	7.5	-0.6
CCOc1ccc2nc(NCCNC(=O)C(C)(C)C)c(C)cc2c1
 : -6.4%	3.9%	0.0	-11.3%	43.3%	0.5	13.8%[57.1 µM]	1.0	7.7
CN1C(=O)c2ccccc2Sc2ccc(NC(=O)N3CCN(c4cccc(Cl)c4)CC3)cc21
 : 4.8%	32.7%	0.5	-23.6%	0.4%	nt	-6.6%	4.4	nt
CC(C)CC(=O)Nc1ccc(-c2cn3cccnc3n2)cc1
 : 0.4%	-11.8%	0.8	-8.7%	810.6%[activator]	4.9	?	-10.1	1.2
CCCn1c(-c2ccc(OC)cc2)nc2c(=O)n(C)c(=O)[nH]c21
 : -0.4%	5.6%	-0.2	-18.2%	351.7%[activator]	-1.9	21.9%	17.4	0.2
CC(OC(=O)Cc1c[nH]c2ccccc12)C(=O)NC1(C#N)CCCCC1 (stereo unspecified)
 : 0.5%	3.7%	-0.2	-15.5%	-8.0%	13.7	-19.8%	3.8	0.0
CCc1nc2ccccc2n1CC(=O)N1CCN(S(=O)(=O)c2cccc(C(F)(F)F)c2)CC1
 : 9.7%	2.5%	0.8	-4.2%	9.1%	-20.9	10.3%	-14.7	-0.2
CC(=O)c1cc2c(cc1NC(=O)CN1CCN(c3cccc(C(F)(F)F)c3)CC1)OCO2
 : -3.2%	-1.8%	-0.7	-23.2%	13.4%	1.0	-18.8%	8.4	-0.1
S=c1nc[nH]c2c1cnn2-c1ccccc1
 : -4.4%	-1.5%	0.0	-22.8%	3.6%	-20.3	2.6%	4.7	0.3
COc1ccccc1C1/C(=C(/O)c2ccccc2)C(=O)C(=O)N1CCO (stereo unspecified)
 : -0.4%	5.4%	0.9	-15.4%	-3.5%	-8.8	1.0%	20.6	0.3
CCS(=O)(=O)N1Cc2ccccc2CC1C(=O)NCCc1ccccc1 (stereo unspecified)
 : 12.0%	-2.7%	0.2	-8.6%	8.9%	-14.8	15.8%	-7.2	1.0
Cc1cccc(CSc2nc3cc(C(=O)NC4CCCC4)ccc3c(=O)n2Cc2ccccc2)c1
 : ?	-5.9%	0.7	0.6%	2.0%[57.1 µM]	nt	29.2%[57.1 µM]	2.3	1.0
CCOc1ccccc1C(=O)N1CCN=C1SCc1cccnc1
 : 4.0%	12.0%	0.1	-10.3%	0.1%	-1.5	12.9%	-6.0	-0.4
CNS(=O)(=O)c1cccc(C(=O)OCc2cc(=O)oc3c(C)c(O)ccc23)c1
 : 8.5%	11.1%	-0.2	-13.2%	4.8%	-4.2	9.8%	-3.2	-0.5
Cc1cc(N2C(=O)C(O)=C(C(=O)c3ccc(C)o3)C2c2cccc(Oc3ccccc3)c2)no1 (stereo unspecified)
 : ?	-1.4%	0.8	-20.3%	-11.8%	7.7	-16.1%	-4.6	-0.7
COc1cc2c(cc1NC(=O)CSc1cccc[n+]1[O-])oc1ccccc12
 : 2.0%	9.8%	0.2	-22.0%	-4.2%	1.5	-12.5%	-2.5	1.2
CC(C)(C)c1ccc(C(=O)Nc2ccc(O)c3c(=O)cc(-c4cccc(Cl)c4)oc23)cc1
 : -4.7%	-2.8%	-0.8	-10.7%	-7.8%[57.1 µM]	25.7	17.3%[57.1 µM]	1.8	-2.7

Bioassay records as filed in PubChem.
